# Runt-CBFb FRET: Runt domain-CBFb interaction inhibition; Q01196+Q13951; Cerulean-Runt/Venus-CBFb FRET ratio 530/480, 1 h; inhibition, % at 20 µM; 220,000 compounds, 0.46% hits; AID 1496;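 active = inhibition over about 50% at 20 µM in the single-dose screen, limit read from the data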;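 also: 0% = DMSO wells and 100% = excess unlabeled CBFb competitor control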
#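 Assay system: Cerulean-tagged RUNX1 Runt domain (FRET donor) fusion protein / Amount: 100 nM each of Venus-CBFb and Cerulean-Runt domain / Medium: Tris buffer pH 7.5 with salts and BSA / Also added: Venus-CBFb 100 nM / Schedule: 1 h complex formation plus 1 h compound treatment, room temperature / Signal: FRET fluorescence / Read-out: loss of energy transfer signal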
# PERK inh: inhibitors of human PERK kinase | Q9NZJ5 | CHO PERK-DD fusion, SEAP luminescence translation reporter | inhibition, % at 5.6 µM | 220,000 compounds, 0.17% hits;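 active = inhibition above the mean inhibition of all tested compounds plus 3 SD, set separately per screening campaign, cut at about 2.9% in these data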;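 also: PERK kinase domain activated by AP20187 dimerizer at 100 nM; 0% = DMSO with dimerizer and 100% = rapamycin at 8.4 µM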
# Runt-SMMHC FRET: inhibitors of human RUNX1 Runt domain binding to CBFb-SMMHC | inhibition, % at 20 µM | 220,000 compounds, 0.74% hits | Cerulean-Runt/Venus-CBFb-SMMHC FRET ratio 530/480, 1 h;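 active = mean inhibition across duplicate retests at 20 µM reaching about 50%, limit read from the data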;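 also: 0% = DMSO wells and 100% = wells with excess untagged CBFb-SMMHC; inhibitors lower the FRET ratio by blocking Runt binding to CBFb-SMMHC; some results filed as inactive read as strong as hits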
# Hck Nef HTS: human Hck-Nef kinase inhibition; Recombinant Hck-YEEI plus Nef, Z-Lyte FRET kinase assay; 220,000 compounds, 0.68% hits; inhibition, % at 20 µM; AID 463187;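 active = Hck-Nef kinase inhibition above about 50%, limit read from the data; inactive = inhibition below that limit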;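 also: 0% = DMSO with Hck plus Nef and 100% = Hck alone without Nef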
# Target sequence (P08631 whole entry, looked up): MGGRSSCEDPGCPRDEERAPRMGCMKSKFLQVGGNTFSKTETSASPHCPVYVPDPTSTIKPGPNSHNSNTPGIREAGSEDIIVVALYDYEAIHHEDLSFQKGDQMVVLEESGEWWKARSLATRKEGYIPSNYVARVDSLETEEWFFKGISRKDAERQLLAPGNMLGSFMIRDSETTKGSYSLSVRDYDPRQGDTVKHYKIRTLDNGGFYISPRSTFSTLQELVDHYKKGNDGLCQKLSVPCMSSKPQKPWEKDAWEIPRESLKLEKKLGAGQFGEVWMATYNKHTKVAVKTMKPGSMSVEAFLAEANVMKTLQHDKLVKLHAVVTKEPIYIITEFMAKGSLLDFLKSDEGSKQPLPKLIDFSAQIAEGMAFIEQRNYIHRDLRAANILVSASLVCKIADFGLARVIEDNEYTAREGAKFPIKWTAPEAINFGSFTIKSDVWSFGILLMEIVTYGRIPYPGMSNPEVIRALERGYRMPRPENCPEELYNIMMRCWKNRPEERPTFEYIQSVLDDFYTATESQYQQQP
# TNF necrop inh: TNF-alpha cell death inhibition in Jurkat FADD-/- cells. Jurkat FADD-/- TNF necroptosis rescue, ATP luminescence, 24 h; 0 = TNF only, 100 = no-TNF cells. activation (protection from cell death), % at 10 µM. 220,000 compounds, 0.068% hits;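 active = activation, meaning protection from cell death, of at least 50% relative to plate controls; inactive = activation below 50%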;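 also: necroptosis triggered by 40 ng/mL TNF-alpha added together with compound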
# RBBP9 inh: inhibitors of human serine hydrolase RBBP9. O75884. recombinant RBBP9, FP-Rh probe fluorescence polarization. inhibition, % at 7.94 µM. 220,000 compounds, 0.2% hits. AID 1515;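 active = inhibition above the campaign mean of all tested compounds plus 3 SD, cut at about 14% in these data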;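 also: plate controls were DMSO wells with RBBP9 for no effect and wells lacking RBBP9 protein for full effect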
# Target sequence (O75884 whole entry, looked up): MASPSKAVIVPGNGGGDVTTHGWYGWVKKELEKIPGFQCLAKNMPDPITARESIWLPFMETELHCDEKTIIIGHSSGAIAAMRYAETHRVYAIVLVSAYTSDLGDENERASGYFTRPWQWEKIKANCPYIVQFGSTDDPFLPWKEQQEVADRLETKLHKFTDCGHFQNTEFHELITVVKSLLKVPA
#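 Assay system: recombinant human RBBP9; Reagent: Serine-hydrolase probe FP-Rh, 375 nM pre-mixing; Doses: 7.94 µM single dose, 0.794% DMSO; Incubation: 30 min then 45 min, 25 °C; Detection: fluorescence polarization (mP), excitation 525 nm, emission 598 nm; Evaluation: percent inhibition from mP, scaled between DMSO and no-protein wells.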
# PGE2 EP2 inh: inhibitors of human EP2 prostaglandin E2 receptor; P43116; C6 glioma cells expressing human EP2, cAMP TR-FRET; cells stimulated with saturating PGE2; inhibition, % at 25 µM; 260,000 compounds, 0.52% hits;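 active = percent inhibition above 40 after rounding to a whole number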;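 also: rat C6 glioma host cells with rolipram phosphodiesterase inhibitor present; the protocol text gives 20 µM as final concentration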
# Target sequence (P43116 whole entry, looked up): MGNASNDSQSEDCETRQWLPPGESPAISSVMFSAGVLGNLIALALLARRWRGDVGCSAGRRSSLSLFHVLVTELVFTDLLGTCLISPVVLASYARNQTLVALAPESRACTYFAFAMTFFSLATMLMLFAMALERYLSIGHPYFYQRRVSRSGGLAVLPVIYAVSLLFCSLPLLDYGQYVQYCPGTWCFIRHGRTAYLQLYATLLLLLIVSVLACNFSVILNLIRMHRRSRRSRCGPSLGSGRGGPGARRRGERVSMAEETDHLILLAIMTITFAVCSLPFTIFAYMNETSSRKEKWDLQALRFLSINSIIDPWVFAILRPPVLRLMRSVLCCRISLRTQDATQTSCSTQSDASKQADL
# L929 necroptosis: blocks zVAD induced death of L929 cells. AID 1377. 220,000 compounds, 0.38% hits. L929 zVAD necroptosis rescue, ATP luminescence, 24 h; with zVAD 60 µM. viability rescue, % at 10 µM;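 active = activation, scaled between plate controls, above about 75%, limit read from the data; inactive = activation under that limit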;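 also: 0% = zVAD with DMSO and 100% = DMSO alone without zVAD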
# EP2 modulator: modulates human prostaglandin E2 receptor EP2 signaling; P43116; 260,000 compounds, 0.83% hits; induction, % at 25 µM; AID 940; EP2-expressing cells, cAMP HTRF FRET, PGE2 co-stimulation;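 active = compounds whose cAMP rise, as percent of the full-agonist control response, exceeds 60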;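 also: rat C6 glioma line stably carrying human EP2 under a CMV promoter; the protocol text gives 20 µM as final concentration; 100% = response of wells given 1 µM PGE2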
# * marks the source's active call; other numbers are inactive results; · = no result given; & = joins results of further samples.
No.	Compound	PERK inh	TNF necrop inh	RBBP9 inh	PGE2 EP2 inh	Hck Nef HTS	Runt-CBFb FRET	L929 necroptosis	Runt-SMMHC FRET	EP2 modulator
1	O=[N+]([O-])c1ccc(N2CCN(c3ccc(Cl)nn3)CC2)cc1NC1CC1	-0.7	-0.8	-6.2	2.6	3.9	·	0.3	·	·
2	CC1SC(c2ccccc2Cl)NC1=O (stereo not drawn)	0.5	-1.2	5.2	13.4	0.8	2.6	0.0	2.7	12.2
3	O=C(Nc1ccc(F)cc1F)c1ccc(-n2cncn2)nc1	0.6	-3.5	-3.2	0.8	1.0	0.9	0.0	-1.9	-6.1
4	COc1ccc2[nH]c(C)c(CCNC(=S)Nc3ccc(C)cc3)c2c1	1.5	-6.3	0.7	6.4	25.2	0.7	-1.4	0.5	-72.9
5	COc1ccc(C(=O)Nc2ccc(S(=O)(=O)NC(C)=O)cc2)cc1[N+](=O)[O-]	0.7	-1.0	-2.6	4.3	21.1	0.2	1.7	2.3	24.1
6	Cc1c(N=C2NN=C(c3c[nH]c4ccccc34)CS2)c(=O)n(-c2ccccc2)n1C	0.3	-2.7	-6.0	3.9	15.5	4.7	1.3	1.0	-13.2
7	Cc1c(NC(=O)C(C)OC(=O)COc2cccc3c2OC(C)(C)C3)c(=O)n(-c2ccccc2)n1C (stereo not drawn)	0.9	-1.1	-7.2	10.2	0.5	-0.8	-0.2	-1.9	-1.8
8	Cc1cc(C)nc(NS(=O)(=O)c2ccc(N/C=C\C(=O)c3cccs3)cc2)n1	0.0	0.4	-0.9	5.8	-11.5	13.2	0.8	30.8	6.8
9	COc1cccc(N2CCN(C3C4CC5CC(C4)CC3C5)CC2)c1 (stereo not drawn)	-1.0	1.2	-10.7	5.1	-15.2	1.2	1.1	-0.7	43.2
10	CCCCN(C)C(=S)Nc1ccc2nc(N3CCN(CC)CC3)cc(C)c2c1	1.2	5.3	-3.0	-0.8	-1.3	3.4	7.2	4.6	-0.6
11	Brc1ccc(Nc2c3c(nc4ncnn24)CCC3)cc1	0.0	-6.4	-0.2	7.1&10.5	7.7	-0.9	-0.6	3.1	2.3&23.1
12	O=C(O)C(c1ccccc1)N1CCCC1 (stereo not drawn)	0.9	-0.2	-3.1	6.1&10.1	0.3	-2.8	1.6	2.0	5.0&-3.8
13	O=C(Nc1ccc(Oc2ccc(NC(=O)C3CCCO3)cc2)cc1)C1CCCO1 (stereo not drawn)	0.3	2.1	2.0	-2.6	-5.5	-0.2	0.1	0.3	-21.8
14	COC(=O)c1cn(NC(=O)CC2CCCCC2)c(=O)c2ccccc12	-0.6	4.1	-10.6	11.1	-2.7	0.7	3.8	-1.3	12.6
15	O=C(c1ccc(Cl)cc1)c1ccc(OCC(=O)N2CCOCC2)cc1	0.4	-7.9	-7.0	12.2	1.5	·	-0.1	·	-3.9
16	CC1(C)CC(=O)C(C=Nc2ccc(N)cc2)=C(O)C1	0.5	-0.8	6.2	14.1	-0.5	3.8	-0.5	14.1	6.4
17	O=C(Nc1ccccc1C(F)(F)F)c1ccccc1Br	0.5	0.6	0.6	13.4	13.4	0.0	10.3	-0.5	10.4
18	COc1ccc(Cl)cc1NC(=O)COc1cccc(-n2cnnn2)c1	-0.1	-0.3	-12.0	5.8	1.5	8.2	80.8*	1.3	-27.4
19	COc1ccc(C(=O)NC(=O)Nc2cc(C)ccn2)cc1	1.2	-4.4	-5.7	17.3	2.7	-1.2	-0.4	4.2	0.8
20	O=C(CC1Sc2ccccc2NC1=O)c1ccc(Br)cc1 (stereo not drawn)	0.1	2.3	1.2	14.0	0.8	-0.8	0.7	3.8	-41.2
21	Cc1ccc(C(=O)NNC(=O)CNc2cccc(Cl)c2)cc1	1.2	1.6	-5.1	8.2	15.8	2.1	3.7	0.3	8.6
22	CC(=O)C1=C(C)NC(SCC(N)=O)=C(C#N)C1c1ccco1 (stereo not drawn)	1.2	-1.9	-3.8	6.1	-3.4	5.0	2.1	-0.7	22.4
23	O=C(NC(Nc1cc(C(F)(F)F)ccc1Cl)C(=O)c1ccccc1)c1ccccc1 (stereo not drawn)	0.3	-4.4	-12.2	2.7	1.9	·	-0.1	1.6	26.1
24	O=S(=O)(NCc1ccccc1)c1cnc[nH]1	1.0	-1.8	-7.2	15.8	1.6	0.1	0.1	2.3	15.7
25	CCOC(=O)CC1ON(C)C(=O)N1c1ccc(Cl)cc1Cl (stereo not drawn)	-0.2	-0.3	-9.2	14.2	-1.7	0.5	0.6	-1.8	-4.7
26	Cc1ccccc1S(=O)(=O)Cc1ccc(C(=O)NCc2cccs2)o1	-1.1	-1.3	-7.0	8.2	-18.0	0.7	-0.2	-0.3	-34.8
27	CCCCOC(=O)Nc1sc2nc(C)cc(C)c2c1-n1cccc1	0.4	-2.6	-3.7	7.3	0.1	-3.1	0.3	-2.1	15.3
28	O=C(CN(C(=O)Cn1nnc(-c2ccc(F)cc2)n1)c1ccc(F)c(Cl)c1)NCC1CCCO1 (stereo not drawn)	0.0	-0.1	6.9	1.3	22.7	·	-0.3	·	-22.3
29	COc1ccc(NC(=O)c2ccc(CN3CCN(c4ccccc4)CC3)cc2)cc1OC	-1.0	-0.3	-1.9	14.0	0.5	1.4	0.3	-2.1	-8.9
30	Cc1ccccc1Nc1nc2ccccc2n1C(C)C	0.8	1.9	0.5	6.2	1.8	-2.6	0.0	0.9	12.3
31	CSc1nccc(-c2cc(Cl)sc2Cl)n1	0.7	-0.7	-2.7	11.2	-2.8	-0.2	0.2	-1.3	12.5
32	CC1CCN(C(=O)CNC(=O)Cn2ccc3ccccc3c2=O)CC1	-0.1	2.2	-5.0	12.2	13.5	1.0	0.5	-4.8	11.9
33	O=C(Nc1ccc([N+](=O)[O-])cc1)Nc1nc(-c2ccc(Cl)s2)cs1	0.0	1.5	-3.3	15.1	6.7	3.2	2.5	-1.8	-47.6
34	Cc1cccc(N2C(=O)CC(Sc3nc(C)c4c(n3)CCCC4)C2=O)c1 (stereo not drawn)	-0.9	0.4	5.3	4.7	-0.9	-1.0	0.5	-9.9	11.2
35	O=c1[nH]c(CN2CCN(c3ccccn3)CC2)nc2c(Br)cc(Br)cc12	1.0	3.1	-9.0	2.9	28.6	-4.6	0.6	-0.7	8.2
36	Cc1ccc(OC(=O)c2ccc(C)c(C)c2)cn1	-0.8	-0.5	4.3	8.3	-2.2	-2.1	-0.3	2.7	0.2
37	CCCCc1ccc(NC(=S)NCc2cccc(OC)c2)cc1	0.5	-0.5	-6.6	-4.4	23.9	0.7	-1.1	1.4	-29.3
38	CCCCNC1=C(Br)C(=O)CC(C)(C)C1	0.1	-0.5	3.1	9.1	-1.3	-1.2	-0.1	-0.8	20.6
39	COCCNC(=O)CSc1nc2cc3c(cc2c(=O)n1Cc1ccco1)OCO3	-0.6	0.5	5.8	4.3	0.4	0.3	0.8	1.8	-3.4
40	CCC(C)Oc1cccc(C(=O)Nc2ccccc2N2CCOCC2)c1 (stereo not drawn)	-0.3	2.7	-1.2	5.6	0.4	-0.1	0.3	-5.2	0.7
41	COc1ccc(/C=N/OCC(=O)Nc2nc3ccccc3s2)cc1OC	0.1	1.7	-6.9	5.8	-6.0	-2.9	0.2	-1.5	-83.9
42	Cc1ccc(-n2c(Cl)c(Cl)[nH]c(=O)c2=O)cc1	1.2	1.5	-3.9	8.4	1.3	-0.4	1.8	-3.6	14.3
43	O=C(CCN1C(=O)c2ccccc2C1=O)Nn1cnnc1	0.5	1.2	-2.1	7.3	-1.1	-1.4	1.3	2.2	31.8
44	N#CC1=C(N)Oc2ccc3ccccc3c2C1c1cccnc1 (stereo not drawn)	0.4	-4.0	4.8	5.8	9.7	-1.2	1.8	0.8	-49.5
45	COc1ccc(OC)c(C(C(=O)NCc2ccco2)N(C(=O)Cn2nnc3ccccc32)C2CC2)c1 (stereo not drawn)	-1.6	-2.7	-9.7	7.4	1.0	0.1	-0.4	-0.3	-9.8
46	COCCn1c(C)cc(C(=O)COC(=O)c2cncc(Br)c2)c1C	-0.2	1.4	-0.6	3.6	3.3	3.0	0.0	-3.2	-12.5
47	COc1ccc(C)cc1S(=O)(=O)N1CCC(C(=O)NCCC2=CCCCC2)CC1	-0.4	0.2	-3.2	10.5	3.6	-1.9	1.2	-3.1	-12.1
48	O=C(c1ccc(CS(=O)(=O)c2ccccc2)o1)N1CCN(c2ncccn2)CC1	-0.2	-2.3	-7.3	9.8	0.7	3.3	-0.2	0.0	16.5
49	COc1ccc(S(=O)(=O)N(C)c2ccc(C(=O)NC3CCCC3)cc2)cc1	0.6	1.1	-5.8	10.5	-1.0	-1.7	12.6	1.5	-58.2
50	Cc1nc(N2N=C(c3ccc(Cl)cc3)CC2c2ccco2)sc1C(=O)N(C)C (stereo not drawn)	-0.5	-6.8	-6.5	5.2	17.4	3.6	0.6	8.6	72.0*

# Brought forward from above: two entries, followed by the next part.
No.	Compound	PERK inh	TNF necrop inh	RBBP9 inh	PGE2 EP2 inh	Hck Nef HTS	Runt-CBFb FRET	L929 necroptosis	Runt-SMMHC FRET	EP2 modulator
49	COc1ccc(S(=O)(=O)N(C)c2ccc(C(=O)NC3CCCC3)cc2)cc1	0.6	1.1	-5.8	10.5	-1.0	-1.7	12.6	1.5	-58.2
50	Cc1nc(N2N=C(c3ccc(Cl)cc3)CC2c2ccco2)sc1C(=O)N(C)C (stereo not drawn)	-0.5	-6.8	-6.5	5.2	17.4	3.6	0.6	8.6	72.0*
51	CCOC(=O)N1CCN(C(=O)c2noc(C(C)C)c2[N+](=O)[O-])CC1	-0.3	-1.2	4.8	5.9	-10.2	-0.4	·	2.8	33.1
52	O=C1NC(=S)S/C1=C\c1ccc(SCc2ccccc2)o1	0.3	0.0	0.0	12.8	5.6	28.0	2.0	-2.6	-55.4
53	O=C1C(=O)N(Cc2ccccc2)C(=O)N1CCN1C(=O)c2ccccc2C1=O	0.9	2.5	9.2	3.5	13.4	-0.2	0.2	-1.2	-7.6
54	O=C(NCC(=O)N(c1cccnc1)C(C(=O)NC1CCCC1)c1ccc(F)cc1)c1ccco1 (stereo not drawn)	-0.2	0.9	-6.8	6.1	23.7	-2.7	9.4	-1.9	30.9
55	CCOc1ccc(Br)cc1S(=O)(=O)Nc1ccc(Cl)c(S(=O)(=O)N(C)C)c1	-0.3	-0.8	-8.1	8.0	2.2	0.5	0.2	2.2	20.1
56	O=C(NCC(O)c1ccc([N+](=O)[O-])cc1)C1CCCCC1 (stereo not drawn)	0.2	-0.1	1.0	6.2	-8.6	2.7	0.5	2.8	25.5
57	CCCCCCNS(=O)(=O)c1nc2nc(C)cc(C)n2n1	-1.1	-0.4	-4.8	10.8	-1.8	1.7	-0.2	4.5	26.6

# Only part of the results is shown (hit frequency here may not be typical).
